ARNT-TACC3 inh: disruptors of human ARNT/TACC3 interaction; Q9Y6A5; AlphaScreen His-ARNT PAS-B/GST-TACC3 binding, luminescence; TACC3 fragment carries E629A point mutation; AID 623870; inhibition, % at 9.99 µM; 0.66% of 390,000 active;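 active means mean inhibition of replicates at least 50% and at least half of replicates each reaching 50%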;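 further: 0% = complete ARNT plus TACC3 wells and 100% = ARNT alone without TACC3; many hits fall short of the cut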
RAD54 inh: inhibitors of human RAD54 branch migration; Q92698; RAD54 Holliday junction branch migration, FAM/BHQ fluorescence; inhibition, % at 10.4 µM; 0.14% of 360,000 active;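 active means mean normalized replicate activity at least 40 and at least half of replicates scoring 40 or more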;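 further: 0% = median of neutral control wells and 100% = median of positive control wells; inhibitors cause a drop in the FAM fluorescence signal; in these data hits start at about 50%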
CASP6 VEID inh: caspase-6 (human) enzyme inhibition; P55212; purified caspase-6, Z-VEID-R110 cleavage fluorescence; inhibition, % at 12.5 µM; 0.53% of 350,000 active; AID 686996;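 active means mean inhibition across replicates at least about 35%, with every replicate also reaching that limit, limit read from the data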;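 further: 0% = median of neutral control wells and 100% = no fluorescence left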
esBAF inh: SWI/SNF esBAF complex inhibition; 2% of 350,000 active; reporter increase, % at 12.5 µM; mouse ES cells, Bmi1-luciferase knock-in reporter, 24 h; 100% = twice the neutral-well signal; in the data active means activation above about 40%;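 further: 0% = median of the plate's neutral control wells and 100% = double that signal; a rise in the Bmi1 reporter signal indicates esBAF inhibition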
ERp5 inh: inhibitors of human ERp5; ERp5 insulin aggregation, absorbance 650 nm, 90 min; inhibition, % at 9.99 µM; 0.05% of 350,000 active; AID 651711;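 active means mean replicate inhibition above about 25%, with every replicate also reaching it, limit read from the data, passing the limit was not always enough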
RAD52 inh: blocks human RAD52 DNA annealing; P43351; 0.46% of 360,000 active; recombinant RAD52 DNA annealing, FRET fluorescence; inhibition, % at 18.7 µM; AID 651710;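 active means every replicate showing at least 50% inhibition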
Target sequence (P43351 whole entry, looked up): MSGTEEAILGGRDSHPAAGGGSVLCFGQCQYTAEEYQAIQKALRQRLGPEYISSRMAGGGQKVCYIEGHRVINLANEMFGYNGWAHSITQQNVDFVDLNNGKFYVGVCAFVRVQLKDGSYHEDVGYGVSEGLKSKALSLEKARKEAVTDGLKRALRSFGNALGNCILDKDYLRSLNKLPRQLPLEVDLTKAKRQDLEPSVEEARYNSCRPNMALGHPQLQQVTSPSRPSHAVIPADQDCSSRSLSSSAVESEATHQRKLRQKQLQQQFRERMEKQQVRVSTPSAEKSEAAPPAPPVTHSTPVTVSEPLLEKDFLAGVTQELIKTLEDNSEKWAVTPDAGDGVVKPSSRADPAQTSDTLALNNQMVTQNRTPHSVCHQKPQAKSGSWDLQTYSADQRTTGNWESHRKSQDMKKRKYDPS
E-selectin induc: E-selectin induction on HUVECs | AID 686992 | HUVEC E-selectin immunofluorescence imaging; normalized: neutral wells 0, TNF-alpha wells 100 | activation, % at 7.58 µM | 0.37% of 260,000 active;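 active means mean E-selectin-positive cell signal at least 10% of the positive control, reached in at least 60% of replicates, without over 20% cell loss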;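 further: in these data hits start at about 27%; measured in HUVEC primary endothelial cells; signal is the percent of cells scored E-selectin positive by PE staining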
Target sequence (P16581 whole entry, looked up): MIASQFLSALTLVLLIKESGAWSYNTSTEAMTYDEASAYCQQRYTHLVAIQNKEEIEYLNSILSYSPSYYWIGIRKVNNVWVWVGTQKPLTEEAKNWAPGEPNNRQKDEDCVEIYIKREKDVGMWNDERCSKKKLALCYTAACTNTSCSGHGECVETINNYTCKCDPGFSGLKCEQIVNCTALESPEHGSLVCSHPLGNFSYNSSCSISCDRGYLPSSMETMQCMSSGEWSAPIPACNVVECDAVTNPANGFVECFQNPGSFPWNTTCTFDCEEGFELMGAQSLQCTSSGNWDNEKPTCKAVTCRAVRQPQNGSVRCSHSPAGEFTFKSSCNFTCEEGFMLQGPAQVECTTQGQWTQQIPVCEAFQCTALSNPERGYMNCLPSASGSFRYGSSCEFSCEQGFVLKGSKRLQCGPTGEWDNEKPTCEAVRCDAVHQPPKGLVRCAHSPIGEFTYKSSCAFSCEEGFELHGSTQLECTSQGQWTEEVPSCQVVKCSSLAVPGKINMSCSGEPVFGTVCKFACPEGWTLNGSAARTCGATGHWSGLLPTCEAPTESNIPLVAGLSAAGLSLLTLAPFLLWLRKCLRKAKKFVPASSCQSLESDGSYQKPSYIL
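Test system – human umbilical vein endothelial cells (HUVEC), E-selectin induction · Input – 3,000 HUVEC seeded per well · Buffer or medium – EGM-2, gelatin · Compound dosing – single-point compound dose · Detection – immunofluorescence imaging · Measure – percent E-selectin-positive cells · Controls – TNF-alpha high, DMSO low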
PglD inh: PglD (C. jejuni) enzyme inhibition | purified PglD enzyme, DTNB colorimetric CoA detection | 0.098% of 360,000 active | inhibition, % at 12.5 µM; in the data active means inhibition above about 16%, passing the limit was not always enough; further: strong numbers were not always called active
* = called active by the depositor; . = no result given.

SMILES	ARNT-TACC3 inh	RAD54 inh	CASP6 VEID inh	esBAF inh	ERp5 inh	RAD52 inh	E-selectin induc	PglD inh
NC(=O)CC(NC(=O)c1ccccc1)c1ccc(N2CCN(c3ccc(F)cc3)CC2)c([N+](=O)[O-])c1 (stereo not given)	19.1	-8.2	-3.9	6.5	5.3	-8.6	0.0	1.8
O=C(Oc1ccccc1)c1ccc2nccnc2c1	-11.5	-0.3	.	-2.7	.	.	0.2	-2.5
O=C1NC(=O)/C(=C\c2ccc(O)cc2O)S1	3.3	.	86.8*	.	2.8	-23.1	.	.
COc1ccc(/C=C/c2cc(=O)c3cc(Cl)ccc3o2)cc1	8.2	.	-1.4	.	-6.0	-19.3	1.5	.
COc1ccc(Cl)cc1NC(=O)CCCC(=O)c1ccccc1	-5.0	-10.2	1.7	-5.3	3.3	9.6	-0.1	5.5
COc1cc(C(=O)NCc2nnc(SCC(=O)NC3CCCC3)o2)cc(OC)c1OC	1.7	-1.6	2.3	4.5	0.5	-17.0	0.1	1.7
Cc1cc(C(=O)CCl)c(C)n1CCc1ccc(F)cc1	3.7	0.6	1.6	3.8	2.6	-5.1	-4.8	-1.0
C[C@@H]1CCCCO[C@H](CN(C)Cc2ccccc2)[C@@H](C)CN([C@@H](C)CO)C(=O)c2cc(NS(=O)(=O)c3ccc(F)cc3)ccc2O1	0.7	-0.1	-0.2	3.3	1.9	36.7	.	-1.7
COc1ccnc(N=CNOCc2ccc(Cl)cc2)c1C#N	-4.9	6.8	0.3	29.4	-0.5	-9.0	4.5	11.9
COc1ccc(C(=O)N/N=C/c2ccc(OC)c(COc3ccc(F)cc3F)c2)cc1	.	0.8	4.5	1.5	5.3	-11.6	0.0	-4.6
CC(COC(=O)c1ccccc1)(COC(=O)c1ccccc1)/[N+]([O-])=C/c1ccccc1	-3.2	.	-0.5	.	2.0	-0.1	-1.6	.
C[C@H](CO)N1C[C@H](C)[C@@H](CN(C)C(=O)NC2CCCC2)Oc2cc(/C=C/c3ccccc3)ccc2S1(=O)=O	5.4	-6.2	3.0	15.1	0.9	-14.3	-4.4	1.7
CO[C@H]1CN(C)C(=O)c2ccc(NC(=O)Nc3ccccc3Cl)cc2OC[C@H](C)NC[C@H]1C	-0.5	0.0	-2.6	2.0	4.1	12.2	0.0	3.8
Cc1cc(OCC(C)C)ccc1/C(O)=C1/C(=O)C(=O)N(Cc2cccnc2)C1c1ccncc1 (stereo not given)	0.0	7.0	.	-5.9	.	.	.	1.8
COC(=O)C1=CN(Cc2ccc(F)cc2)C=C(C(=O)OC)C1c1ccc(O)c(OC)c1	-4.7	-1.5	3.1	-7.5	-0.8	-15.8	.	-1.3
Cc1ccccc1-n1nc(C(=O)O)cc1-c1ccccc1	-8.5	-7.1	.	0.4	.	.	.	0.9
Cc1ccc(N(C(C)C(=O)Nc2ccc(S(=O)(=O)N3CCOCC3)cc2)S(C)(=O)=O)cc1C (stereo not given)	-1.3	-2.4	.	-1.5	.	.	.	-1.1
O=C(O)c1ccc(-c2nnn(Cc3ccccc3F)n2)cc1	-4.6	7.3	2.2	3.8	2.3	0.4	0.0	3.3
C[C@@H](NC(=O)C[C@@H]1C[C@H]2c3cc(N(C)C)ccc3O[C@H]2[C@@H](CO)O1)c1ccccc1	9.9	-31.4	4.5	-0.9	6.5	-67.2	0.5	-0.8
COc1ccc(S(=O)(=O)Nc2ccc3c(c2)[C@H]2C[C@@H](CC(=O)NCC4CC4)O[C@H](CO)[C@H]2O3)cc1	.	-24.3	0.7	-4.6	2.6	21.4	-0.3	-4.2
CC(=O)Nc1ccc(NC(=O)COC(=O)c2ccc(Cl)nc2)cc1	5.7	6.8	3.4	-3.8	-5.0	-20.9	0.0	-0.1
O=c1ncn(-c2ccccc2C(F)(F)F)c2ncccc12	-1.7	.	-0.5	.	2.5	-16.5	-0.1	.
COc1cccc(OC)c1CN1CCCC(C(=O)c2ccccc2SC)C1 (stereo not given)	-0.8	3.0	1.7	-14.0	0.4	-1.7	-0.1	-0.6
CC(C)CC(C(=O)O)N1C(=O)C2C3c4ccccc4C(c4ccccc43)[C@@H]2C1=O (stereo not given in full)	-3.4	-4.7	0.6	-8.8	0.3	-3.4	-0.2	4.9
COCCn1c(SCC(=O)NC2CCCC2)nnc1-c1ccncc1	-6.8	-4.8	3.1	-2.9	-2.8	-17.3	0.4	-8.6

5 compounds drawn at random from those above, as already listed:
SMILES	ARNT-TACC3 inh	RAD54 inh	CASP6 VEID inh	esBAF inh	ERp5 inh	RAD52 inh	E-selectin induc	PglD inh
Cc1ccccc1-n1nc(C(=O)O)cc1-c1ccccc1	-8.5	-7.1	.	0.4	.	.	.	0.9
COc1ccc(S(=O)(=O)Nc2ccc3c(c2)[C@H]2C[C@@H](CC(=O)NCC4CC4)O[C@H](CO)[C@H]2O3)cc1	.	-24.3	0.7	-4.6	2.6	21.4	-0.3	-4.2
COc1ccc(/C=C/c2cc(=O)c3cc(Cl)ccc3o2)cc1	8.2	.	-1.4	.	-6.0	-19.3	1.5	.
COc1ccc(C(=O)N/N=C/c2ccc(OC)c(COc3ccc(F)cc3F)c2)cc1	.	0.8	4.5	1.5	5.3	-11.6	0.0	-4.6
CC(=O)Nc1ccc(NC(=O)COC(=O)c2ccc(Cl)nc2)cc1	5.7	6.8	3.4	-3.8	-5.0	-20.9	0.0	-0.1

(continued)
SMILES	ARNT-TACC3 inh	RAD54 inh	CASP6 VEID inh	esBAF inh	ERp5 inh	RAD52 inh	E-selectin induc	PglD inh
COc1ccccc1Oc1c(C)oc2c(CN(C)C)c(O)ccc2c1=O	-2.7	-1.9	1.1	.	2.8	-5.0	.	-3.5
COCc1cc(=O)[nH]c(/N=C(\N)Nc2ccc(C)cc2)n1	-17.4	3.3	.	-9.3	.	.	.	-0.2
NNC(=O)c1n[nH]c2c1CC(C1CCCCC1)CC2 (stereo not given)	2.0	1.7	0.5	-1.7	3.8	-8.4	0.1	5.3
c1ccc(C[C@H]2CN=C(Nc3ccccc3)N2CC2CCCC2)cc1	.	.	-2.4	.	1.8	-4.8	-0.3	.
CON(C)C(=O)/C=C/CCCCNC(=O)OC(C)(C)C	-0.6	-2.4	1.3	0.5	-7.7	-8.5	0.5	-1.1
CO[C@@H]1CN(C)C(=O)c2cc(NS(=O)(=O)c3ccc(C)cc3)ccc2OC[C@@H](C)N(C(=O)NC(C)C)C[C@H]1C	-2.3	-0.4	2.8	-1.2	-3.3	9.3	-0.1	1.5
COc1ccc(/C=C/C(=O)OCC(=O)Nc2cc(S(=O)(=O)N(C)C)ccc2Cl)cc1	-0.9	-0.5	-1.3	-2.2	-6.5	-2.6	.	1.6
C=CCCCCCCCC(=O)OC	-1.8	2.1	-4.4	-10.6	-0.5	14.4	.	-0.1
CCO/N=C/C(=O)Nc1ccc(F)cc1F	.	1.5	-3.8	14.7	0.9	-12.8	.	1.3
Cc1cccc(OCC(=O)Nc2cc(NC(=O)COc3cccc(C)c3)cc(C(=O)O)c2)c1	8.5	-3.4	-1.2	-4.5	1.4	-7.2	.	1.3
CC(C)(C)OC(=O)N1CCC(NC(=O)c2nc[nH]c2C(=O)NC2CCN(C(=O)OC(C)(C)C)CC2)CC1	6.8	-0.3	3.0	0.4	2.0	-9.1	0.0	-2.3
COc1ccccc1C(=O)NCC(=O)N/N=C/c1ccncc1	2.2	.	1.6	.	-5.5	-20.2	.	.
Cc1ccc2nc(NS(=O)(=O)c3cn(C)nc3C)sc2c1	5.3	1.2	5.4	0.9	-5.3	-11.4	-0.5	-1.6
Fc1ccccc1OCCCCCCN1CCCC1	0.3	-6.6	.	6.7	.	.	.	-3.1
N#C[C@H]1[C@@H](c2ccccc2-c2ccccc2)[C@@H](CO)N1C(=O)NC1CCCCC1	.	.	2.0	.	0.6	2.2	0.2	.
O=C(Nc1cccc(-c2csc(Nc3ccc(Cl)cc3)n2)c1)c1cccc(C(F)(F)F)c1	.	1.9	-0.3	20.4	-4.9	-16.1	0.9	4.7
Cc1ccc(NC(=O)CN(C)CC(=O)N(C)Cc2ccccc2)cc1	-2.7	-7.4	1.0	0.5	-1.5	-5.5	.	1.6
COc1cccc(C2Nc3cccc4cccc(c34)N2)c1	-24.5	.	3.3	.	2.2	-7.5	0.5	.
COc1ccccc1NC(=S)N(Cc1ccccc1)Cc1cccs1	-1.7	4.4	0.8	-1.0	-0.8	-3.3	0.5	1.9
Cc1ccc([C@H]2C[C@@H](n3cc(-c4ccc(F)cc4)nn3)[C@H](O)CN2C(=O)c2cccs2)cc1	.	.	2.8	0.9	3.0	-0.2	1.1	.
NC(=O)[C@@H]1CCCCNc2c(F)cc([N+](=O)[O-])cc2C(=O)N[C@@H](CC(=O)O)C(=O)N[C@@H](CCC(=O)O)C(=O)N1	33.9	-2.9	.	-8.5	.	.	.	-8.2
COc1ccc(/C=C/C(=O)OCC(=O)Nc2cc(C(F)(F)F)ccc2Cl)cc1	-4.7	.	-0.9	.	-3.5	-13.6	0.0	.
Cn1ccnc1SCC(=O)Nc1ccc([N+](=O)[O-])cn1	-24.8	-6.7	1.2	.	1.4	3.8	.	-2.5
COc1cccc(CNC(=O)[C@@H]2[C@@H](CO)[C@@H]3Cn4c(cccc4=O)[C@H]2N3C(=O)C2CCCC2)c1	.	.	1.5	.	-0.8	4.6	0.0	.
CCN(CC)S(=O)(=O)c1cc(C(=O)N2CCc3ccccc32)ccc1Cl	-8.8	-4.2	.	-2.4	.	.	.	2.7

Continuation:
SMILES	ARNT-TACC3 inh	RAD54 inh	CASP6 VEID inh	esBAF inh	ERp5 inh	RAD52 inh	E-selectin induc	PglD inh
COc1ccc(C(O)c2nc(-c3cccc(F)c3)cs2)cc1 (stereo not given)	.	-1.8	-1.6	9.0	3.6	-7.5	0.1	-4.3
O=C(Nc1nc2nccc(-c3ccccc3)n2n1)C(Cl)(Cl)Cl	4.4	.	-1.0	.	-4.1	-7.5	-0.2	.
Cc1ccsc1C(=O)N1CCN(C(=O)c2ccco2)CC1	-0.8	-0.5	2.4	0.2	7.5	-21.1	.	-1.2
Cc1cc(=O)oc2cc(OCC(=O)Nc3ccc(CN4CCOCC4)cc3)c(Cl)cc12	-6.6	-4.4	-5.2	5.3	-9.6	-26.0	.	0.7
c1ccc(-c2ccncn2)cc1	-4.8	-4.0	-0.6	7.2	5.2	-4.7	-0.2	-6.0
Cc1ccc(CNS(=O)(=O)c2cccc3nsnc23)cc1	2.3	.	1.8	.	-3.4	-6.7	0.0	.
O=C(CCC(=O)c1cccs1)OCc1nnc(-c2ccccc2)o1	33.2*	-9.5	.	-0.2	.	.	.	1.9
C=CCNC(=S)N1CCC(C(=O)c2ccc(F)cc2)CC1	-2.3	4.9	-0.9	0.6	-3.7	-8.4	-0.2	3.7
C=CCn1c(SCC(=O)NCC(c2ccccc2)N(C)C)nnc1C1CCCCC1 (stereo not given)	1.3	10.0	-129.6	-4.9	-3.0	-6.9	.	3.0
COc1ccccc1NS(=O)(=O)c1ccc(-c2cc(C)no2)s1	4.8	15.7	-0.2	1.9	0.9	-5.3	1.4	-3.8
Cc1ccc(NC(=O)C2(NC(=O)c3cccc(N4C(=O)CSC4c4ccccc4)c3)CCCCC2)cc1 (stereo not given)	4.6	10.8	.	14.1	.	.	.	-1.4

Rewritten with each value named: 3 of the compounds above
COc1ccc(C(O)c2nc(-c3cccc(F)c3)cs2)cc1 (stereo not given)
  ARNT-TACC3 inh = .
  RAD54 inh = -1.8
  CASP6 VEID inh = -1.6
  esBAF inh = 9.0
  ERp5 inh = 3.6
  RAD52 inh = -7.5
  E-selectin induc = 0.1
  PglD inh = -4.3

Cc1ccc(NC(=O)C2(NC(=O)c3cccc(N4C(=O)CSC4c4ccccc4)c3)CCCCC2)cc1 (stereo not given)
  ARNT-TACC3 inh = 4.6
  RAD54 inh = 10.8
  CASP6 VEID inh = .
  esBAF inh = 14.1
  ERp5 inh = .
  RAD52 inh = .
  E-selectin induc = .
  PglD inh = -1.4

c1ccc(-c2ccncn2)cc1
  ARNT-TACC3 inh = -4.8
  RAD54 inh = -4.0
  CASP6 VEID inh = -0.6
  esBAF inh = 7.2
  ERp5 inh = 5.2
  RAD52 inh = -4.7
  E-selectin induc = -0.2
  PglD inh = -6.0
